MITF primary: blocks human microphthalmia-associated transcription factor; AlphaScreen MITF homodimerization, bead proximity signal; inhibition, % at 2.6 µM; 650,000 tested, 0.91% active; in the data active means inhibition above about 50%;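 further: 0% = vehicle wells with protein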
Target sequence (O75030 whole entry, looked up): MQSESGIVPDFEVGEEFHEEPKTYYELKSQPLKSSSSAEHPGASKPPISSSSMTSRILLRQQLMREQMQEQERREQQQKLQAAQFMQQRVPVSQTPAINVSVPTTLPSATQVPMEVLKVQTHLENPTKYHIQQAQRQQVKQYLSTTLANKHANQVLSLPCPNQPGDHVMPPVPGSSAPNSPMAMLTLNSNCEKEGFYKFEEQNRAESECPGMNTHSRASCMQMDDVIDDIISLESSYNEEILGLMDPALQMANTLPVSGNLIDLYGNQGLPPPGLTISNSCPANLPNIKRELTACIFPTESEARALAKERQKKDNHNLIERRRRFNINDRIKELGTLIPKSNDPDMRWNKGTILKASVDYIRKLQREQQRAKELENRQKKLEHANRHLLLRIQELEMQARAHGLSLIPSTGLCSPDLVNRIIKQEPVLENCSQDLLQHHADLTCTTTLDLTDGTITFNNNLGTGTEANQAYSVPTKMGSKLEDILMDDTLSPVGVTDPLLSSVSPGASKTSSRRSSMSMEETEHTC
GPR151 activ: activators of human GPR151; PathHunter beta-arrestin GPR151 cells, luminescence; activation, % at 11.2 µM; 650,000 tested, 1% active; AID 1508602; in the data active means activation above about 4.9%;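 further: 0% = median of compound wells and 100% = cells with positive control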
Target sequence (Q8TDV0 whole entry, looked up): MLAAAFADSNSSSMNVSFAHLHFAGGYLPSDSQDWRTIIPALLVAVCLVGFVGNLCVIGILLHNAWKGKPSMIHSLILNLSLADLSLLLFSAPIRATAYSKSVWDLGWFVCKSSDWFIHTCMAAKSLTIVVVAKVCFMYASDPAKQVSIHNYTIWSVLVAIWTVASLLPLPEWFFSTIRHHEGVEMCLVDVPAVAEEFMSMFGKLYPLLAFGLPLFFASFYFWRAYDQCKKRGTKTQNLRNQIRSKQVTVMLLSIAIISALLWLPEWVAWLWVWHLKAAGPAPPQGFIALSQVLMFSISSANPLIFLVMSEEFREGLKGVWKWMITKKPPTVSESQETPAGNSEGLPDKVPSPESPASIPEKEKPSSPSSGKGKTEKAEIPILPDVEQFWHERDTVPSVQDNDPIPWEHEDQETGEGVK
TEAD-YAP block: TEAD-YAP interaction inhibition; 640,000 tested, 1.4% active; inhibition, % at 9.12 µM; HEK-TIYL cells, TEAD-Gal4/YAP UAS-luciferase luminescence; in the data active means inhibition above about 32%;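 further: 0% = median of test compound wells and 100% = reference inhibitor wells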
FBW7 activator: human FBW7 E3 ligase activation, primary screen | Q969H0 | AlphaScreen FBW7–phospho-cyclin E peptide binding, activator screen | normalized activity (activation), % at 26.1 µM | 650,000 tested, 0.13% active | AID 1259310; in the data active means normalized activity above about 1.9%;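 further: purified mutant Fbw7 with reduced substrate affinity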
Numbers without * were called inactive.

Start of the data: the first 13 compounds (preview)
(1) O=C1C2C3C=CC(C4CC34)C2C(=O)N1c1ccc2c(c1)OCO2 (stereo not drawn)
(2) Cc1ccccc1NC(=S)N1CCC(NC(=O)C(C)(C)C)CC1
(3) O=C(CCn1c(=S)[nH]c2ccccc2c1=O)N1CC=C(c2ccccc2)CC1
(4) Cn1cc(OCc2ccccc2)c(=O)cc1C(=O)Nc1ccc2c(c1)OCCO2
(5) O=C(NCc1ccc(F)cc1)N1CCC(c2ccccc2)C1 (stereo not drawn)
(6) CCOC(=O)c1cnc2c(C(N)=O)cnn2c1N
(7) Cc1cc(C(F)F)nn1CC(=O)N1CCN(C(=O)c2ccco2)CC1

compound no.,1,2,3,4,5,6,7
MITF primary,5,16,-21,13,6,1,0
GPR151 activ,-0.5,0.3,-0.7,-0.6,1.1,-1.0,0.1
TEAD-YAP block,-3,9,-13,6,11,18,2
FBW7 activator,0.0,0.1,-0.1,0.5,0.1,0.1,0.1

(8) CC(C)N(CCNC(=O)Cc1cn(-c2ccc(Nc3ccc4ncccc4c3)nn2)c2ccccc12)C(C)C
(9) O=C(C1Cc2ccccc2CN1C(=O)c1ccccc1)N1CCN(c2ccccc2)CC1 (stereo not drawn)
(10) Cc1cc(C)cc(OCCOc2ccc(/C=C3/C(=N)N4N=C(C(F)(F)F)SC4=NC3=O)cc2)c1
(11) Cc1ccc(NC(=O)C2C(=O)CN(c3ccccc3)C2=O)cc1C (stereo not drawn)
(12) O=C(COC(=O)c1cc(Br)ccc1O)c1ccc([N+](=O)[O-])cc1
(13) Cc1noc(C)c1COc1ccc(C(=O)OCC(=O)Nc2sccc2C(N)=O)cc1

compound no.,8,9,10,11,12,13
MITF primary,4,8,11,-4,0,-2
GPR151 activ,2.3,-2.7,0.2,-0.9,0.7,3.0
TEAD-YAP block,2,6,12,-43,9,8
FBW7 activator,0.2,0.0,-0.1,-0.1,-0.1,0.1

The whole of this part, previewed entries included:
(1) O=C1C2C3C=CC(C4CC34)C2C(=O)N1c1ccc2c(c1)OCO2 (stereo not drawn)
(2) Cc1ccccc1NC(=S)N1CCC(NC(=O)C(C)(C)C)CC1
(3) O=C(CCn1c(=S)[nH]c2ccccc2c1=O)N1CC=C(c2ccccc2)CC1
(4) Cn1cc(OCc2ccccc2)c(=O)cc1C(=O)Nc1ccc2c(c1)OCCO2
(5) O=C(NCc1ccc(F)cc1)N1CCC(c2ccccc2)C1 (stereo not drawn)

compound no.,1,2,3,4,5
MITF primary,5,16,-21,13,6
GPR151 activ,-0.5,0.3,-0.7,-0.6,1.1
TEAD-YAP block,-3,9,-13,6,11
FBW7 activator,0.0,0.1,-0.1,0.5,0.1

(6) CCOC(=O)c1cnc2c(C(N)=O)cnn2c1N
(7) Cc1cc(C(F)F)nn1CC(=O)N1CCN(C(=O)c2ccco2)CC1
(8) CC(C)N(CCNC(=O)Cc1cn(-c2ccc(Nc3ccc4ncccc4c3)nn2)c2ccccc12)C(C)C
(9) O=C(C1Cc2ccccc2CN1C(=O)c1ccccc1)N1CCN(c2ccccc2)CC1 (stereo not drawn)
(10) Cc1cc(C)cc(OCCOc2ccc(/C=C3/C(=N)N4N=C(C(F)(F)F)SC4=NC3=O)cc2)c1

compound no.,6,7,8,9,10
MITF primary,1,0,4,8,11
GPR151 activ,-1.0,0.1,2.3,-2.7,0.2
TEAD-YAP block,18,2,2,6,12
FBW7 activator,0.1,0.1,0.2,0.0,-0.1

(11) Cc1ccc(NC(=O)C2C(=O)CN(c3ccccc3)C2=O)cc1C (stereo not drawn)
(12) O=C(COC(=O)c1cc(Br)ccc1O)c1ccc([N+](=O)[O-])cc1
(13) Cc1noc(C)c1COc1ccc(C(=O)OCC(=O)Nc2sccc2C(N)=O)cc1
(14) CCOCCCn1c(=S)[nH]c2cc(C(=O)N3CCN(C4CCCCC4)CC3)ccc2c1=O
(15) CCOc1cc(C=O)ccc1OC(=O)c1ccccc1F

compound no.,11,12,13,14,15
MITF primary,-4,0,-2,-1,13
GPR151 activ,-0.9,0.7,3.0,0.0,0.4
TEAD-YAP block,-43,9,8,-1,7
FBW7 activator,-0.1,-0.1,0.1,0.0,0.0

(16) Nc1cccc(-c2cccc(C(=O)NC3CCN(Cc4ccccc4)CC3)c2)c1
(17) O=C(c1cn(-c2ccc(Cl)cc2)c(=O)c2ccccc12)N1CCOCC1
(18) O=C(NNc1ncc([N+](=O)[O-])cc1[N+](=O)[O-])c1ccccc1
(19) Cc1ccc(S(=O)(=O)CCN2CCN(Cc3ccccc3)CC2)cc1
(20) C/C(=C\c1ccco1)C1C(C#N)=C(N)Oc2n[nH]c(C)c21 (stereo not drawn)

compound no.,16,17,18,19,20
MITF primary,3,11,2,11,2
GPR151 activ,-1.4,0.9,-1.0,0.2,0.7
TEAD-YAP block,-6,11,7,11,-8
FBW7 activator,-0.2,0.1,-0.1,0.1,-0.1

(21) O=C1NCCc2c(OCc3ccccc3)cccc21
(22) CCn1c(SCC(=O)Nc2ccc([N+](=O)[O-])cc2)nc2c([nH]c3ccccc32)c1=O
(23) O=C(c1ccccc1)c1nc2ccccc2oc1=O
(24) COc1ccc(CN2CCN(Cc3ccccc3C(F)(F)F)CC2)cc1OC
(25) COC(=O)c1cc(NC(=O)CN2C(=O)C(=O)N(C3CCCC3)C2=O)cc(C(=O)OC)c1

compound no.,21,22,23,24,25
MITF primary,2,10,15,76*,8
GPR151 activ,-1.3,1.1,-1.5,1.1,-0.8
TEAD-YAP block,8,-4,-57,2,10
FBW7 activator,0.1,1.7,0.2,-0.1,0.0

(26) Fc1ccc(N2CCN(c3ncnc4ccccc34)CC2)cc1
(27) COc1cccc(/C=N/NC(=O)C(=O)NC(C)c2ccccc2)c1O (stereo not drawn)
(28) CN1CCN(CCNC(=O)c2cccc(-c3nnc4cc(Nc5ccccc5Cl)ccn34)c2)CC1
(29) CCCCC(=O)NCCCS(=O)(=O)N1CCN(c2cccc(C)c2)CC1
(30) CC(=O)Nc1c(C#N)sc2c1CCCC2

compound no.,26,27,28,29,30
MITF primary,-3,50,11,-2,3
GPR151 activ,0.5,1.6,2.5,1.9,0.0
TEAD-YAP block,13,10,-4,7,-6
FBW7 activator,-0.1,-2.2,0.1,0.1,0.1

(31) COc1cccc(C(c2ccccn2)N(C)C(=O)C2CCN(C(=O)c3ccccc3)CC2)c1 (stereo not drawn)
(32) O=C(NCc1nc2ccccc2[nH]1)c1cccc(NCCN2CCOCC2)n1
(33) CC1CCc2c(sc3ncn(C4CCN(CC(=O)N(C)C)CC4)c(=O)c23)C1 (stereo not drawn)
(34) Cc1ccc(-c2cc(OC(=O)c3ccccc3Cl)cc3sc(=O)oc23)cc1
(35) O=C(Cn1c(=O)[nH]c2ccccc2c1=O)N1CCN(c2cccc(C(F)(F)F)c2)CC1

compound no.,31,32,33,34,35
MITF primary,22,0,-2,-2,7
GPR151 activ,-0.1,2.1,1.3,-1.5,2.0
TEAD-YAP block,8,-8,5,-13,10
FBW7 activator,0.0,-0.1,-0.1,0.1,-0.1

(36) CC1=C(C(=O)OC2CCCCC2)C(c2ccc(C(C)C)cc2)n2nnnc2N1 (stereo not drawn)
(37) CCOc1ccc(-c2csc(NC(=O)c3ccc(S(=O)(=O)N4CC(C)CC(C)C4)cc3)n2)cc1 (stereo not drawn)
(38) COC(c1ccccc1)c1nnc(CCC(=O)N(CCO)Cc2ccccc2)o1 (stereo not drawn)
(39) CCOc1ccc(-n2c(CNC(=O)c3ccc(S(=O)(=O)N4CCOCC4)cc3)nnc2SCC(=O)Nc2nccs2)cc1
(40) COC(=O)CCSc1ccc(C(=O)OC)cc1N

compound no.,36,37,38,39,40
MITF primary,-1,3,7,2,10
GPR151 activ,2.2,0.9,-0.1,0.3,-1.5
TEAD-YAP block,13,-8,5,6,-1
FBW7 activator,0.0,0.0,0.0,0.0,0.1

(41) NS(=O)(=O)c1ccc(CCNS(=O)(=O)c2ccc(Cl)cc2)cc1
(42) COc1ccc(COC(=O)c2n[nH]c(=O)c3ccccc23)cc1F
(43) CCN(CCNC(=O)CC1Oc2ccccc2NC1=O)c1ccccc1 (stereo not drawn)
(44) Cc1cccc(N2CCN(c3cccc(C)c3)C2c2ccc(Br)cc2)c1
(45) CC(C)(C)NC(=O)Cn1ncc2c3ccccc3n(Cc3ccccc3F)c2c1=O

compound no.,41,42,43,44,45
MITF primary,18,-4,-5,11,1
GPR151 activ,-0.3,2.7,0.6,-2.1,-0.8
TEAD-YAP block,3,-5,-4,-10,-1
FBW7 activator,-0.1,-0.3,-0.2,0.1,0.1

(46) CC(=O)c1cccc(NC(=O)C2CC(=O)N(Cc3ccccc3)C2)c1 (stereo not drawn)
(47) CCn1cc([N+](=O)[O-])c(C(=O)NCc2ccc(Cl)cc2)n1
(48) C=CCN(C#N)c1nc(OC)nc(N2CCCC2)n1
(49) O=C1N[C@H](Cc2ccccc2)C(=O)N2CCN(Cc3ccncc3)C[C@H]12
(50) CC(C)(C)C1CCC2(CC1)NC(=O)NC2=O (stereo not drawn)

compound no.,46,47,48,49,50
MITF primary,7,5,10,15,-1
GPR151 activ,-0.9,-0.7,14*,0.7,1.4
TEAD-YAP block,12,2,-2,10,2
FBW7 activator,0.6,-0.1,0.2,0.1,0.7

(51) COc1ccc(C(=O)Nc2ccc([N+](=O)[O-])cc2Cl)c(OC)c1
(52) CC(/C=C1\SC(=O)NC1=S)=C\c1ccccc1
(53) O=C(O)COc1cccc(NC(=O)c2ccc(I)cc2)c1
(54) O=C(CC(=O)c1ccccc1)Nc1ccc2c(c1)OCCO2
(55) O=C(NCc1cccc(C(F)(F)F)c1)c1csc(Nc2ccc(C(F)(F)F)cc2)n1

compound no.,51,52,53,54,55
MITF primary,-19,-5,-13,-3,-11
GPR151 activ,-0.8,-0.8,0.8,-1.2,1.3
TEAD-YAP block,-4,0,9,-48,-6
FBW7 activator,-0.1,-0.3,-0.1,0.1,0.0

(56) Cc1cc(C)c2c(=O)[nH]c(SCC(=O)c3c[nH]c4ccccc34)nc2n1
(57) Cc1cc2ccccc2n1CCCNC(=O)c1cc(-c2ccco2)on1
(58) C=CCN1C(=O)/C(=c2\sc3n(c2=O)C(c2ccccc2Cl)C(C(=O)OCC)=C(C)N=3)c2ccccc21 (stereo not drawn)
(59) O=c1oc2cc(OCc3cccc(Cl)c3)ccc2cc1-c1nc2ccccc2s1
(60) O=C(c1ccco1)N1CCN(C(=O)c2cc(-c3ccc(F)cc3)no2)CC1

compound no.,56,57,58,59,60
MITF primary,-9,6,-6,-8,-2
GPR151 activ,2.8,0.1,-0.9,0.3,-1.8
TEAD-YAP block,2,-15,4,1,-8
FBW7 activator,-0.1,-0.1,0.2,0.2,-0.1

(61) Cc1ccccc1-c1nnn(Cc2ccc(Cl)cc2Cl)n1
(62) O=C(NCC1CCCO1)c1ccc(-n2nnc3ccccc3c2=O)cc1 (stereo not drawn)
(63) O=C1CN(S(=O)(=O)c2cccs2)CC(=O)N1CCc1ccccc1
(64) Cc1cc(C)n(-c2nc3c(c(=O)[nH]c(=O)n3C)n2Cc2ccccc2)n1
(65) CN(Cc1ccccc1)C(=O)CSc1nnc(-c2ccccc2)o1

compound no.,61,62,63,64,65
MITF primary,7,5,9,-1,-3
GPR151 activ,0.6,-1.3,-0.4,-0.4,-0.6
TEAD-YAP block,8,3,0,-11,-28
FBW7 activator,0.2,-0.1,0.0,0.2,-0.1

(66) COCCNC(=O)CCC1CCN(C(=O)C2=CCCC2)CC1
(67) CCOc1ccc(-n2nc(C(=O)N(C)c3ccccc3CC)c3ccccc3c2=O)cc1
(68) Cc1ccc(S(=O)(=O)n2c(SCC(=O)Nc3ccc(Br)cc3F)nc3ccccc32)cc1
(69) CCOCCSc1nc2c(c(=O)n(C)c(=O)n2C)n1Cc1ccccc1Cl
(70) O=C(Cc1ccc(F)cc1)N1CCN(c2nc3c(F)cc(F)cc3s2)CC1

compound no.,66,67,68,69,70
MITF primary,0,47,-7,5,-6
GPR151 activ,-1.5,-1.4,-1.3,2.1,0.5
TEAD-YAP block,-3,-2,1,1,11
FBW7 activator,-0.1,0.3,0.6,0.0,-0.1

(71) CC1=NN(c2ccc(Cl)c(C(=O)O)c2)C(=O)/C1=C\c1cc([N+](=O)[O-])c(N2CCOCC2)cc1N1CCOCC1
(72) CNC(=O)CSc1nnc2[nH]c(=O)cc(C)n12
(73) O=C(Cn1nc(Cc2ccncc2)c2ccccc2c1=O)Nc1nc2ccccc2s1
(74) C/C=C/COC(=O)C1=C(C)NC(=O)NC1c1cccc2ccccc12 (stereo not drawn)
(75) CCOC(=O)c1c(C)n(CCOc2ccc(CC)cc2)c2c1cc(O)c1ccccc12

compound no.,71,72,73,74,75
MITF primary,-3,11,1,7,-1
GPR151 activ,-0.3,-1.3,-0.3,0.2,0.0
TEAD-YAP block,3,14,-4,5,0
FBW7 activator,-0.1,0.8,-0.4,-0.1,0.1

(76) Cn1c(=O)[nH]c(=O)c2c1nc(N1CCN(c3cccc(Cl)c3)CC1)n2CCCc1ccccc1
(77) COC(=O)CSc1nnc(-c2ccco2)n1Cc1ccco1
(78) c1ccc(CN2CCC(Nc3cc(-c4ccc(N5CCOCC5)nc4)ncn3)CC2)cc1
(79) CCOc1ccc(NC(=O)CN(c2ccc(F)c(Cl)c2)S(C)(=O)=O)cc1

compound no.,76,77,78,79
MITF primary,0,76*,2,2
GPR151 activ,-0.8,0.1,0.7,0.7
TEAD-YAP block,13,4,-13,2
FBW7 activator,0.5,-0.3,0.0,0.1
